USP7 inh – human USP7 deubiquitinase inhibition. purified USP7, Ub-rhodamine cleavage fluorescence. Q93009. AID 1645854. 47,000 tested, 0.3% active. inhibition, % at 20 µM
USP28 block – blocks human USP28 ubiquitin-rhodamine cleavage | Q96RU2 | purified USP28, Ub-rhodamine cleavage fluorescence, 30 min | inhibition, % at 25 µM | 47,000 tested, 3% active | AID 1645857
Target sequence (Q96RU2 whole entry, looked up): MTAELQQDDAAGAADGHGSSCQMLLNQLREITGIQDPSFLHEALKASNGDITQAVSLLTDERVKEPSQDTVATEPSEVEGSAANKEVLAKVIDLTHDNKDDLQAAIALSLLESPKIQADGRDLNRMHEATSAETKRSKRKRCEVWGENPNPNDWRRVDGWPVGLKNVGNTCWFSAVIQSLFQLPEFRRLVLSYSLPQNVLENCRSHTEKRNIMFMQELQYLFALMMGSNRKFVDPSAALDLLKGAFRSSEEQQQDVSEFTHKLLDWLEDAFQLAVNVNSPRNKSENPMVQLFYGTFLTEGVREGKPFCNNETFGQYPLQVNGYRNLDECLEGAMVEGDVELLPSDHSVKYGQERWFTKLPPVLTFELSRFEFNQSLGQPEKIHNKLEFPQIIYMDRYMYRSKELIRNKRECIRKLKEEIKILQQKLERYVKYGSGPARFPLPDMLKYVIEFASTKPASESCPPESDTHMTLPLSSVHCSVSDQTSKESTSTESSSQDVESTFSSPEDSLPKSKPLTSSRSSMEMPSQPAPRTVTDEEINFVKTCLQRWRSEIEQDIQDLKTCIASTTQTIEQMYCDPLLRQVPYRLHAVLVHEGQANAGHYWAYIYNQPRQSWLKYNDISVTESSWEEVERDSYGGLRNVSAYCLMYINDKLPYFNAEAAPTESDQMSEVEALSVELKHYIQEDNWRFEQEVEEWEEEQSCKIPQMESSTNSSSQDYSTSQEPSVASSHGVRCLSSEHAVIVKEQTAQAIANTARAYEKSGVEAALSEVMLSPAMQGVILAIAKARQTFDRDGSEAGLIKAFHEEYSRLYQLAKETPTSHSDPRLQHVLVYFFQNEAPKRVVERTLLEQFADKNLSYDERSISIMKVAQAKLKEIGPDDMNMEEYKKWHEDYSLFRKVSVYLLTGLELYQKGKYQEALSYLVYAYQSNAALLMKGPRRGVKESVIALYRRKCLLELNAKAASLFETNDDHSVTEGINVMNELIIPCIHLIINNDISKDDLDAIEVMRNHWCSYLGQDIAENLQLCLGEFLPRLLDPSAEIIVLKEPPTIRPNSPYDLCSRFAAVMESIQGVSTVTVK
USP30 inh – inhibitors of human USP30 deubiquitinase | Q70CQ3 | purified USP30, Ub-rhodamine cleavage fluorescence | inhibition, % at 25 µM | 47,000 tested, 5.3% active
OTUD3 block – inhibitors of human OTUD3 deubiquitinase; Q5T2D3; purified OTUD3, Ub-rhodamine fluorescence, 2 h; inhibition, % at 25 µM; 47,000 tested, 0.7% active
USP17 inh – human USP17-like deubiquitinase inhibition; A8MUK1; purified USP17, Ub-rhodamine cleavage fluorescence, 3 h; inhibition, % at 50 µM; 47,000 tested, 6.5% active; AID 1645855
USP8 block – inhibitors of human USP8 deubiquitinase. P40818. purified USP8, Ub-rhodamine cleavage fluorescence, 30 min. inhibition, % at 20 µM. 47,000 tested, 4.2% active. AID 1645853
UCHL1 block – blocks human UCHL1 ubiquitin-rhodamine cleavage; 47,000 tested, 0.2% active; purified UCHL1, Ub-rhodamine cleavage fluorescence; inhibition, % at 20 µM
USP10 inh – blocks human USP10 ubiquitin-rhodamine cleavage | purified USP10, Ub-rhodamine fluorescence, 60 min | inhibition, % at 20 µM | 47,000 tested, 1.1% active | AID 1645856
* marks the source's active call; other numbers are inactive results; nt = not tested or not shown. Rule as the data show it: active = inhibition above about 30%; inactive = the rest.

USP30 inh,OTUD3 block,USP7 inh,USP28 block,USP17 inh,UCHL1 block,USP8 block,USP10 inh,mol
16,8,2,2,5,0,7,0,Cc1cc(C)n(CCC(=O)N2CCc3nc4ccccc4c(=O)n3CC2)n1
11,9,7,6,18,7,47*,0,Cc1nc(-c2cccc(S(=O)(=O)NC3CCCc4ccccc43)c2)no1 (stereo not given)
95*,36*,21,83*,83*,18,4,14,CC[C@@H]1CCC[C@H](C)CC[C@@H](O[C@@H]2O[C@@H](C)[C@@H](O)[C@@H](N)[C@H]2O)[C@H](CC)CCCNC1=O
18,14,4,12,9,2,15,4,Cc1ccc(CNC(=O)c2ccc(-c3cccnc3)nc2)cc1
-1,8,-5,84*,3,-3,-64,-3,Cc1ccccc1Cc1nc(-c2ccc(=O)[nH]c2)no1
-92,-25,-9,-24,-19,-6,20,-10,COc1ccc(OC)c(C2CCCN2Cc2nc(N)nc(Nc3ccc(C)cc3)n2)c1 (stereo not given)
11,-5,2,-1,16,0,-7,-2,Cc1nnc(-c2cc(C)n(CC(=O)Nc3ccc(C)c(C)c3)c2C)o1
14,11,3,6,21,1,0,0,CCOc1cc(NC(=O)C2CC2)c(OCC)cc1NC(=O)c1cccs1
-9,-11,-3,7,34*,1,82*,-2,Cn1nc(C2CCN(C(=O)Cc3cccc(F)c3)CC2)c2nccnc21
-2,-2,15,-15,0,0,43*,53*,COC(=O)c1ccc2c(=O)n(CCCCCC(=O)NCCc3ccccc3Cl)c(=O)[nH]c2c1
13,-1,-1,0,3,-3,5,-2,CNC(=O)c1nc(C(=O)N2CCc3ccccc3C2)cs1
9,-8,8,-6,-1,10,-24,-1,COc1cc(S(=O)(=O)N2CCOCC2)cc(C(=O)OCC(=O)NC2CCCCC2)c1OC
-55,-17,-2,-14,-27,-4,-23,-2,CC1CC(=O)Nc2cc(S(=O)(=O)CCC(=O)N3CCCCC3)ccc2S1 (stereo not given)
1,24,4,23,18,3,3,24,CCc1c(Cl)c(O)c(Cl)c(O)c1C(=O)O[C@H]1C(C)O[C@@H](OC/C2=C\C=C\CC(O)/C(C)=C/C(CC)C(O[C@@H]3OC(C)(C)[C@H](O)C(O)[C@@H]3OC(=O)C(C)C)/C(C)=C/C(C)=C/CC(C(C)O)OC2=O)[C@@H](OC)C1O (stereo not given in full)
4,-2,2,-3,2,-2,2,5,CCCc1cc(=O)[nH]c(N=C(NC(=O)c2ccccc2)Nc2ccccc2)n1
13,4,-2,4,0,0,12,0,Cn1c(C(=O)N2CCN3C(=O)N(Cc4ccccn4)C(=O)C3(C)CC2)cc2ccccc21 (stereo not given)
1,3,1,1,3,-1,9,1,Cc1ccc(NC(=O)CCc2c(C)nc3nc(C)nn3c2C)c(C)c1
10,1,0,-3,-4,1,-3,3,CCc1[nH]nc(C(=O)N2C[C@@H](c3cccc(F)c3)[C@@H]3NC(=O)CCCC[C@H]32)c1C
38*,20,-13,28,18,7,26,7,COc1ccc(Br)c(-c2nc(CS(=O)(=O)c3ccc(F)cc3)no2)c1
15,3,-1,9,-3,1,-13,-1,Cc1cc(C)cc(C(=O)N2C[C@H](c3nc(-c4cccnc4)no3)[C@@H](C)C2)c1
0,-2,0,-4,-14,-3,-46,2,Cc1cc(C2CN(C(=O)c3cc4nc(C)cc(C)n4n3)CCO2)ccn1 (stereo not given)
3,16,1,7,3,4,-5,8,COc1cc(NC(=O)Nc2nnc(N(C)Cc3ccccc3)s2)cc(OC)c1OC
-4,-5,0,-11,-9,-1,-12,0,CC(Sc1nnc(-c2ccncc2)o1)C(=O)Nc1ccccc1 (stereo not given)
-342,-120,-15,-44,-61,-13,-66,-12,Cc1cc(NC(=O)c2cc(-c3ccco3)on2)n(-c2ccccc2)n1
-2,-12,0,-17,-6,-2,-16,-3,O=C(CCn1cnc2c(cnn2-c2ccccc2)c1=O)N1CCCCC1
1,1,3,-4,-19,-1,-137,0,O=C1CCN(c2ccc([N+](=O)[O-])cc2F)CC1
-100,-9,-36,-26,-6,-5,-7,-9,N#Cc1ccc(-c2nc(CS(=O)(=O)c3ccc(Cl)cc3)no2)cc1
nt,0,-12,nt,6,6,5,-1,O=C(COc1cccc(-c2noc(-c3ccccc3)n2)c1)N1CCCC1
nt,2,18,nt,48*,2,17,37*,O=C(Cn1c(=O)c2sccc2n(CC(=O)NCCC2=CCCCC2)c1=O)NCc1ccccc1Cl
-2,7,4,4,10,2,-1,-1,O=C(CN1CCC2(CC1)Nc1ccccc1C1=NCCN12)NC1CCCCC1
7,0,0,0,-8,-6,-56,3,COc1ccccc1CNS(=O)(=O)c1cc(-c2cc(C)no2)ccc1OC
21,13,8,11,30,4,11,7,COc1ccc(NC(=O)c2cc(-c3cccnc3)n(-c3ccccc3)n2)c(OC)c1
18,-4,2,11,18,5,7,8,Cc1cc(C)c2cc(CN(Cc3cccnc3)C(=O)Nc3ccc(F)cc3)c(=O)[nH]c2c1
-5,-2,-3,-16,-8,-2,-2,1,COc1ccc(F)cc1-c1cccc(CC2(C(=O)NC3CC3)CCOCC2)c1
14,14,10,11,9,5,17,3,Cc1ccsc1C1CCCCCN1S(=O)(=O)c1ccc(Cl)cc1 (stereo not given)
8,5,-37,10,0,-2,13,0,Cc1cccc(-n2nc(C)c3c2NC(=O)CC3C(=O)c2ccc3c(c2)OCO3)c1 (stereo not given)
-7,-1,-3,1,-3,-2,-2,1,Cc1ccc(CC(=O)N2CCCC(c3nn(C)c4nccnc34)C2)cc1 (stereo not given)
-30,-15,6,-4,-22,1,-36,0,O=C(Nc1ccccc1-c1nc2ccccc2[nH]1)c1cc(S(=O)(=O)N2CCOCC2)c(Cl)cc1Cl
-2,0,1,-9,-12,1,0,0,COCCCNc1ncnc2c1oc1nc3c(cc12)COC(C)(C)C3
14,4,2,6,37*,3,-27,7,CCc1ccccc1N1CC(c2nnc(NC(=O)Cc3ccc(C)cc3)s2)CC1=O (stereo not given)

Whole records, quoted from the list. Values in the order: USP30 inh	OTUD3 block	USP7 inh	USP28 block	USP17 inh	UCHL1 block	USP8 block	USP10 inh
Results for Cc1cc(C2CN(C(=O)c3cc4nc(C)cc(C)n4n3)CCO2)ccn1 (stereo not given) = 0	-2	0	-4	-14	-3	-46	2
Results for COc1cc(NC(=O)Nc2nnc(N(C)Cc3ccccc3)s2)cc(OC)c1OC = 3	16	1	7	3	4	-5	8
Results for Cc1ccsc1C1CCCCCN1S(=O)(=O)c1ccc(Cl)cc1 (stereo not given) = 14	14	10	11	9	5	17	3
Results for COc1ccccc1CNS(=O)(=O)c1cc(-c2cc(C)no2)ccc1OC = 7	0	0	0	-8	-6	-56	3

Additional compounds.
USP30 inh,OTUD3 block,USP7 inh,USP28 block,USP17 inh,UCHL1 block,USP8 block,USP10 inh,mol
0,-6,-9,0,-5,0,-1,-6,Cn1c(CCN2CCCCC2)nc2cc(NC(=O)COc3ccc(Cl)cc3)ccc21
2,4,12,1,3,3,6,9,CCOC(=O)c1cnc(N2CCN(c3ccccc3)CC2)c2ccccc12
-29,-9,-3,-12,-11,-7,-4,-9,Cc1cc(N(C)C)nc(N2CCN(S(=O)(=O)c3ccc4c(c3)Cc3ccccc3-4)CC2)n1
-1,-10,2,-10,-2,0,2,0,O=C(Nc1ccc2c(c1)ncn2C1CCCCC1)C1CC1
1,14,0,-1,0,0,-1,-6,COc1ccc(CN2CCC([C@@H]3C[C@H](C(F)(F)F)n4ncnc4N3)CC2)cc1
2,4,0,-1,2,0,-27,0,Cc1ccc(NC(=O)C2CCCN(C(=O)c3cc(-c4cccnc4)n[nH]3)C2)cc1 (stereo not given)
-7,4,0,0,8,-2,-2,-3,Cc1ccc(CN2CCN(C3CCOCC3)CC(C(N)=O)C2)cn1 (stereo not given)
17,3,4,0,27,1,3,6,Cc1ccc(-c2nnc(-c3cccc(S(=O)(=O)N4CCCC4)c3)o2)cc1
-19,-2,-2,-8,-12,-7,-27,-3,CCS(=O)(=O)N1CCC(c2nc(C)c3c(n2)N(Cc2ccc(F)cc2)C(=O)CC3)C1 (stereo not given)
19,2,12,11,18,1,40*,6,O=C(NC1CC1)c1nc(-c2cn(-c3ccc(Cl)cc3)nn2)no1
4,6,-1,0,6,1,9,0,Cc1ccc(CN2CCN(CC(=O)NC(C)c3ccccc3)C2=O)cc1 (stereo not given)
-11,2,4,48*,4,0,7,3,Cc1cc(Br)c(C(C)C)c(Br)c1OC(=O)c1ccco1
-23,7,9,18,-9,6,0,0,Cc1ccc(CNC(=O)c2cc(C3CC3)nc3c2cnn3C(C)C)cc1
-35,-2,6,-3,-13,5,-44,-1,O=C(COc1ccc([N+](=O)[O-])cc1Cl)c1ccc2c(c1)OCCO2
nt,8,2,nt,12,9,1,1,Cc1nc(C2CCN(Cc3ccc(F)c(F)c3)C2)cc(=O)[nH]1 (stereo not given)
16,10,9,7,31*,1,11,2,COc1ccccc1-n1ccn2cc(-c3ccc(C)c(C)c3)nc2c1=O
-230,-54,-35,-60,-84,-36,-180,-6,CC(C)=CCc1cccc2c1NC(=O)C21CC23CN4C(C)CCC[C@]4(CC2C1(C)C)C(=O)N3 (stereo not given in full)
36*,-1,5,13,61*,1,-9,-5,CC(=O)Nc1cc(-c2cccc(O)c2)cn2c(-c3cnn(C)c3)cnc12
-1,5,3,0,1,0,4,3,Cc1ccc(NC(=O)Cn2cc(-c3nc(C)no3)ccc2=O)cc1
5,8,-1,13,7,-3,1,-5,O=C(c1cn[nH]c1C1CCN(S(=O)(=O)c2ccccc2)CC1)N1CCCC1
-1,-2,1,-5,0,-2,-2,-1,CNc1nc2c(c(=O)n1C)CN(S(=O)(=O)c1ccc(F)c(Cl)c1)CC2
25,16,1,17,10,1,13,1,CCc1ccc(S(=O)(=O)Nc2c(-n3cnnc3)n[nH]c2C)cc1
-1,-2,-2,-3,-6,-3,-2,0,Cc1cccc(-n2c3c(c(=O)[nH]c2=O)CN(CCc2ccccc2)CN3)c1
1,-7,0,-14,-6,-1,1,1,COc1ccc(CN2CCN(C(=O)c3ccc4c(c3)OCO4)CC2)cn1
29,11,7,10,13,4,14,4,COc1ccc(-c2cc3n(n2)CCCN(C(=O)c2cnccn2)C3)cc1
-2,-3,2,-5,4,1,5,12,COc1ccc(NC(=O)CCc2c(C)nc3c(c2C)c(=O)n(C)c(=O)n3C)cc1
-8,-31,2,-13,-3,-3,-1,-6,CC(OC(=O)c1ccc2ncsc2c1)C(=O)Nc1ccccc1F (stereo not given)
-41,-23,-2,-21,-9,4,-112,4,COCCn1c(C(=O)N2CCN(c3ccccc3)CC2)cc2c1c1ccccc1n2C
-4,-6,-1,-13,0,0,0,1,CCCNC(=O)c1c(N2CCCC2=O)c2cc(OC)ccc2n1C
5,-2,2,2,3,-1,12,-2,O=C(C1c2ccccc2C(=O)N(C2CCCC2)C12CCCCC2)N1CCOCC1 (stereo not given)
-82,-5,2,-11,-4,-2,-26,1,CCN1c2ccc(S(=O)(=O)N3CCOCC3)cc2N(Cc2c(F)cccc2F)C1C (stereo not given)
-54,-7,1,-16,-14,-6,-6,-2,CC(=O)Nc1ccc(NC(=O)CN2CCC(c3nc4ccccc4[nH]3)CC2)cc1
23,9,3,10,12,0,16,2,Cc1ccc(CC(=O)N2CCN(C(=O)c3cc(-c4cccnc4)n[nH]3)CC2)cc1
nt,3,-32,nt,66*,0,-7,-5,O=c1c(NCCN2CCCC2)nc2ccncc2n1Cc1ccccc1
-66,-20,-9,-26,-26,-10,-13,-9,CC(C)CC(NC(=O)c1ccccn1)c1nc2ccccc2[nH]1 (stereo not given)
0,7,2,4,5,2,2,4,O=C(Nc1ccccc1)N1CCN2C[C@@H](CO)[C@H](c3ccccc3)[C@H]2C1
-27,-5,-4,-12,-3,-5,2,-6,CN(C)S(=O)(=O)c1ccc(NC(=O)CNCc2ccco2)cc1

Another view of part of the listing above.
Each structure is followed by: USP30 inh | OTUD3 block | USP7 inh | USP28 block | USP17 inh | UCHL1 block | USP8 block | USP10 inh
Cc1cccc(-n2c3c(c(=O)[nH]c2=O)CN(CCc2ccccc2)CN3)c1
 : -1 | -2 | -2 | -3 | -6 | -3 | -2 | 0
COc1ccc(CN2CCN(C(=O)c3ccc4c(c3)OCO4)CC2)cn1
 : 1 | -7 | 0 | -14 | -6 | -1 | 1 | 1
COc1ccc(-c2cc3n(n2)CCCN(C(=O)c2cnccn2)C3)cc1
 : 29 | 11 | 7 | 10 | 13 | 4 | 14 | 4
COc1ccc(NC(=O)CCc2c(C)nc3c(c2C)c(=O)n(C)c(=O)n3C)cc1
 : -2 | -3 | 2 | -5 | 4 | 1 | 5 | 12
CC(OC(=O)c1ccc2ncsc2c1)C(=O)Nc1ccccc1F (stereo not given)
 : -8 | -31 | 2 | -13 | -3 | -3 | -1 | -6

Entries above shown as hits in OTUD3 block.
USP30 inh,OTUD3 block,USP7 inh,USP28 block,USP17 inh,UCHL1 block,USP8 block,USP10 inh,mol
95*,36*,21,83*,83*,18,4,14,CC[C@@H]1CCC[C@H](C)CC[C@@H](O[C@@H]2O[C@@H](C)[C@@H](O)[C@@H](N)[C@H]2O)[C@H](CC)CCCNC1=O

Screening data from PubChem.
